# Screening results (PubChem BioAssay)
# CBFb-RUNX1 inh = CBF-beta/RUNX1 interaction disruption. Potency, µM (highest dose often 59.8 µM), without a hit: at the top dose activity, negative = inhibition, actives largely listed as inhibitors. AlphaScreen CBFb-His/RUNX1-biotin binding, biochemical. Q01196+Q13951. AID 1477. 230,000 tested, under 10 active; note: % of control where 0% means no effect
# Target sequence (Q01196 whole entry, looked up): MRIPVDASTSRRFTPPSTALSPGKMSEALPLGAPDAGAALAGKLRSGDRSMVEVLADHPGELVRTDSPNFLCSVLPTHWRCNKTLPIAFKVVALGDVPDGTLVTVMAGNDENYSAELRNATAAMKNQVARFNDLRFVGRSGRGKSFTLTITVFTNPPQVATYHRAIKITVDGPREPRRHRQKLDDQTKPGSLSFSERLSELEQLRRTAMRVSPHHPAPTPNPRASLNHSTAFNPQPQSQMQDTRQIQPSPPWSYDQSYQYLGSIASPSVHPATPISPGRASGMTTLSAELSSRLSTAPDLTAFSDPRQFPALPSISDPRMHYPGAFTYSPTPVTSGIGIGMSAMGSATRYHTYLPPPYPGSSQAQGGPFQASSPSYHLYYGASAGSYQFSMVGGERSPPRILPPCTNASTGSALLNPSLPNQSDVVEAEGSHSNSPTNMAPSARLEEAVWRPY
# Target sequence (Q13951 whole entry, looked up): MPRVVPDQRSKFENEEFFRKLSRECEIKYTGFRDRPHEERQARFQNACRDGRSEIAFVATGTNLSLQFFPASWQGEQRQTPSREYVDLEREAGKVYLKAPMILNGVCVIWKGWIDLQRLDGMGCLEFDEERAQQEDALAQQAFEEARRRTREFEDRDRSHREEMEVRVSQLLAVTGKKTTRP
#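 Inhibition was taken as any reduction in AlphaScreen signal from the CBF-beta–RUNX1 pair (His and biotin tags, 30 nM each), measured after compound (15 min) and bead (90 min) incubations at room temperature.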
# TexasRed fluor = Texas Red fluorescence interference in TRb-SRC2 counter-screen; Potency, µM (titrated, usually from 106 µM), inactives show top-dose fluorescence change, negative = quenching; actives 0.29% (n = 280,000); TRb/SRC2 Texas Red total fluorescence interference; active = well fitted curve in either direction with a large enough effect; inconclusive = small, poorly fitted or top-dose-only effect; note: potency is the fitted concentration of half-maximal effect; % is set by controls: 0 for no effect and ±100 for the full control effect
#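 Human TRβ ligand-binding domain (0.6 uM) and Texas Red SRC2 peptide (20 nM) in Tris buffer with 1 uM T3 and 5% DMSO were incubated with pinned compound for 5 hr at ambient temperature. Total fluorescence was computed as S + 2P (555/632 nm).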
# Epigenetic reg = regulators of epigenetic silencing causing reporter derepression in mouse cells | Potency, µM (doses to about 53.9 µM), for the others: top-dose GFP activation, most hits filed as activators | AID 1865 | murine LDR cells, GFP reporter derepression, 30 h | actives 0.2% (n = 280,000); note: potency is the fitted concentration of half-maximal effect; % of control where 0% means no effect; nearly all actives have a fitted effect of over 60% in size
#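 Murine LDR cells bearing a silenced CMV-driven GFP reporter were exposed to compound for 30 h at 37 C. After PBS washes, GFP-positive cells (20-120 um objects) counted by laser-scanning microplate cytometry.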
# GLA spleen mod = alpha-galactosidase A (human) modulation. actives 0.008% (n = 240,000). P06280. human spleen homogenate, 4MU-alpha-Gal fluorescence, 40 min. Potency, µM (doses to about 80 µM), inactives show at the highest dose activity change, negative = inhibition, most hits filed as inhibitors. AID 2107;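 note: potency is the fitted concentration of half-maximal effect; 0% = enzyme with vehicle and -100% = no enzyme basal signal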
# Target sequence (P06280 32-429 limits assumed): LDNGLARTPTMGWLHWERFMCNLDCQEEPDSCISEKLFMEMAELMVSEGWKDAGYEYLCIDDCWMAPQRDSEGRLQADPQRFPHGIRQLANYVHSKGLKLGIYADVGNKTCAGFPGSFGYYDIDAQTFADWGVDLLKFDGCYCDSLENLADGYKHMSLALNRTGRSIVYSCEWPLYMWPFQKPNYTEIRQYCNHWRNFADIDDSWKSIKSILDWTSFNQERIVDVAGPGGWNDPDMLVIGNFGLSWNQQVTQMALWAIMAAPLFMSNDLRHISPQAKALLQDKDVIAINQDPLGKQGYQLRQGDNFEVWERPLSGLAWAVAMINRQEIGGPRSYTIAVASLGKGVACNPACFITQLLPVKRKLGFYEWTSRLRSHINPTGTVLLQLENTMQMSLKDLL
#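 Inhibition or activation of alpha-galactosidase in human spleen homogenate is scored by 4-MU fluorescence after 40 min at 37C, pH 5.0, with 1 mM substrate. AC50s come from concentration-response fitted to the Hill equation.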
# Tau fluor counter = counter-screen for tau fibril formation inhibitors; tau K18 P301L (four-repeat tau fragment) Alexa594 fluorescence, heparin fibrillization; Potency, µM (doses to about 57.7 µM), for inactives: at the highest dose activity change, negative = decrease; actives 0.93% (n = 280,000); note: potency is the fitted concentration of half-maximal effect; % is set by controls: 0 for no effect and ±100 for the full control effect; nearly all actives have a fitted effect of over 55% in size
#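 Human K18 P301L tau (15 uM unlabeled plus 0.24 uM Alexa 594-labeled, final) in 100 mM sodium acetate pH 7 was mixed with compound and 20 uM heparin and incubated 6 hr at 37 C.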
# TRb-SRC2 inh = disrupts binding of human TR beta to SRC2; Potency, µM (doses to about 106 µM), inactives show top-dose activity change, negative = inhibition, actives largely listed as inhibitors; P10828; actives 0.065% (n = 280,000); TRbeta-SRC2 peptide binding, fluorescence polarization; receptor liganded with 1 µM T3;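 note: potency is the fitted concentration of half-maximal effect; plate controls were bound peptide for no effect and peptide without receptor for full effect; nearly all actives have a fitted effect of over 50% in size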
#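 Compounds were added to 0.6 uM TRb ligand-binding domain and 20 nM Texas Red-labeled SRC2 peptide in Tris buffer containing 1 uM T3, incubated 5 hr at ambient temperature, then read by fluorescence polarization.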
# NPSR antag = antagonists of human neuropeptide S receptor cAMP signaling | CHO-NPSR cells, cAMP TR-FRET, antagonist mode | Q6W5P4 | actives 1% (n = 220,000) | Potency, µM (titrated, usually from 38.3 µM), inactives show top-dose activity change, negative = inhibition, usual class: inhibitors | AID 1461; note: potency is the fitted concentration of half-maximal effect; % is set by controls: 0 for no effect and ±100 for the full control effect; nearly all actives have a fitted effect of over 50% in size; many of its hits are not listed in these tables
# Tau fibril FP = inhibitors of human tau fibril formation. Potency, µM (top dose mostly 57.7 µM), for the others: top-dose activity, negative = inhibition, hits mostly inhibitors. AID 1468. actives 0.39% (n = 280,000). K18 P301L tau heparin fibrillization, Alexa594 FP, 6 h; note: potency is the fitted concentration of half-maximal effect; % is set by controls: 0 for no effect and ±100 for the full control effect; nearly all actives have a fitted effect of over 55% in size
#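 K18 P301L tau (15 uM unlabeled/0.24 uM Alexa 594-labeled, final) + compound + heparin 20 uM final; 100 mM NaOAc pH 7; 6 hr 37 C; ThT 30 uM final added, 1 hr RT; FP ex 555/em 632 nm.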
# * marks the source's active call; other numbers are inactive results; ? = inconclusive; . = no result given; [ ] = dose if it differs, or a comment. Unless noted, calls come from the whole dose curve; as a rule, active = well fitted curve in the direction sought with a large enough effect; inconclusive = small, poorly fitted or top-dose-only effect, or another doubt; inactive = no such curve, though single readings can be large; an effect the other way counts as inactive or inconclusive.
SMILES,CBFb-RUNX1 inh,TexasRed fluor,Epigenetic reg,GLA spleen mod,Tau fluor counter,TRb-SRC2 inh,NPSR antag,Tau fibril FP
Cc1cc(/C=N/n2cnnc2)c(C)n1-c1ccc(Cl)cc1Cl,-8%,2%,-0.8%,-10%,-6%,12%,?,2%
C=CCN(Cc1nc(-c2ccc(OC)c(OC)c2)oc1C)C1CCS(=O)(=O)C1 (stereo not given),1%,-4%,-0.1%,1%,-8%,-1%,-1%,-7%
CC1CCCN(C(=O)Nc2ccc(Br)cc2Cl)C1 (stereo not given),2%,-5%,-3.2%[10.1 µM],-20%,5%,-2%,-15%,0%
CCCCCn1c(N2CCC(C(N)=O)CC2)nc2c1c(=O)[nH]c(=O)n2C,2%,-1%,-1.5%,-1%,-2%,-10%,-13%[46.1 µM],-2%
CCOC(=O)C1Sc2[nH]c(=O)sc2C(c2ccc(Cl)cc2)C1C(=O)OCC (stereo not given),-1%,-5%,2.1%,3%,-25%,-8%,-11%[46.1 µM],-17%
O=[N+]([O-])c1cccc(C(=S)N2CCN(c3ccccc3)CC2)c1,1%,-2%,-0.9%,9%,?,8%,4%,-3%
O=C1CCCC2=C1C(Cc1ccccc1)C1=C(CCCC1=O)O2,3%,-4%,0.0%,2%,10%,0%,-12%[46.1 µM],8%
Cc1ccc(C2CC(=O)N3CN(Cc4ccco4)CSC3=C2C#N)cc1 (stereo not given),-5%,1%,-1.0%,-1%,-10%,-4%,-9%[46.1 µM],?
N#C/C(=C/c1ccc(F)cc1)c1nc(CCN2C(=O)c3ccccc3C2=O)cs1,6%,-3%,-2.2%,2%,-19%,-3%,-10%[46.1 µM],-11%
O=C(/C=C/c1ccc(S(=O)(=O)N2CCOCC2)cc1)NCc1ccccc1,0%,-2%,-0.9%,1%,-15%,6%,-19%[46.1 µM],4%
CN1CCN(Cc2c(O)ccc3cc(-c4ccccc4)c(=O)oc23)CC1,.,-1%,-4.2%,.,2%,-2%,.,-5%
COC(=O)C1(C)Nc2ccccc2C(=O)N1c1ccccc1OC (stereo not given),4%[2.36 µM],-1%,-0.3%,5%,-4%,-2%,4%,7%
O=C(CCn1c(=O)c2ccccc2n(CC(=O)N2CCN(c3ccccc3)CC2)c1=O)NCc1ccco1,3%,-2%,3.1%,7%,-8%,0%,-7%,-15%
CC(=O)Nc1ccc(OCC(O)CN2C(C)CCCC2C)cc1 (stereo not given),10%,0%,-2.0%,-2%,9%,6%,16%,-2%
CCCCC(CC)CNC(=O)CCS(=O)(=O)c1cccc2nonc12 (stereo not given),-2%,0%,0.0%,8%,-3%,-17%,-15%[46.1 µM],5%
COc1ccc(Br)cc1[C@@H]1Nc2ccc(C(=O)O)cc2[C@@H]2C=CC[C@@H]21,.,-4%,-2.1%,.,-13%,5%,.,10%
COc1ccc(-c2[nH]ncc2CN(CCO)CC23CC4CC(CC(C4)C2)C3)c(OC)c1,0%,-1%,5.9%,-6%,-6%,-5%,-9%,4%
COc1cc(OC)cc(C(=O)NCc2ccc3c(c2)CCN3C(=O)c2ccccc2)c1,.,1%,-0.2%,.,-7%,-1%,.,3%
Cc1ccc(-n2ncc(C(=O)Nc3ccc4c(c3)OCCO4)c2C2CCN(C(=O)OC(C)(C)C)CC2)cc1,.,?,-1.3%,.,?,-3%,.,?
C=CCNC(=O)c1onc(CSc2ccc(OC)cc2)c1C(=O)O,-1%,-3%,-0.9%,4%,-1%,-7%,-1%[46.1 µM],-2%
CSc1nnc(C)c(=O)n1COC(=O)c1ccc(S(=O)(=O)N2CCCC2)cc1,-6%,-6%,1.1%,4%,4%,-3%,-18%[46.1 µM],-6%
COC(=O)c1ccc(NC(=S)N2CCN(Cc3cccc(C)c3)CC2)cc1,-11%,-2%,0.0%,1%,-25%,-5%,-20%[46.1 µM],-9%
CCOC(=O)N1CCC(NC(=O)CS(=O)Cc2nc(-c3ccc(OC)c(OC)c3)oc2C)CC1 (stereo not given),3%,1%,0.0%,2%,7%,-2%,-14%[46.1 µM],3%
Cc1cc(C(=O)CN2CCC(C)CC2)c(C)n1-c1ccc(F)cc1,4%,0%,-1.0%,1%,-8%,-3%,20%,1%
O=C(/C=C/c1c(F)cccc1Cl)c1ccc(F)cc1,6%,0%,1.1%,3%,8%,8%,-14%[46.1 µM],3%
CCCCCC1=C2CNC(C)(C(=O)OC)C=C2C(C)C1=O (stereo not given),16%,-5%,1.6%,0%,-18%,3%,.,1%
COc1cccc(C(C(=O)NC(C)(C)C)N(C(=O)CCC(=O)Nc2cc(C)on2)C2CC2)c1OC (stereo not given),-2%,1%,-1.0%,5%,0%,-1%,-11%[46.1 µM],5%
CCN(CC(=O)NCc1ccc(Cl)cc1)S(=O)(=O)c1ccc(NC(C)=O)cc1,-2%,-2%,-0.4%,0%,-15%,0%,-3%,-10%
N#Cc1ccccc1NC(=O)C(=O)NCC(c1cccnc1)N1CCN(c2ccccc2)CC1 (stereo not given),.,3%,7.0%,.,?,-9%,.,-7%
O=C(NCc1ccco1)C1(S(=O)(=O)c2ccc(Cl)cc2)CC1,0%,2%,-2.6%,6%,6%,1%,17%[46.1 µM],2%
COc1ccc(Cn2c(=O)[nH]c3cc(C(=O)NCCCN4CCCCCC4)ccc3c2=O)cc1,-19%,-2%,-4.1%,15%,?,-1%,?,-7%
CC(C)(C)NC(=O)C(c1ccc(O)cc1)N(Cc1ccco1)C(=O)Cn1nnc(-c2cccs2)n1 (stereo not given),-5%,1%,-1.2%,11%,-19%,5%,-30%[46.1 µM],-8%
COCCCn1cnc2c(c1=O)c1nc3ccccc3nc1n2-c1ccc(C)cc1,8%,-3%,0.8%,-3%,1%,10%,-12%[46.1 µM],5%
Cc1nc(C(=O)N(C)C)nn1-c1cc(Cl)cc(Cl)c1,5%,0%,-1.1%,0%,2%,2%,-9%[46.1 µM],3%
Cc1cc(Nc2ccccc2Br)n2nc(C)nc2n1,11%[2.36 µM],0%,-0.9%,-1%,-4%,5%,18%,-7%
CCSc1nnc(-c2cc(Br)ccc2N)c(=O)[nH]1,-3%,-1%,4.6%,7%,0%,1%,0%,-2%
Cc1cccc(OC2CCN(Cc3nc(CC4CC4)no3)CC2)c1,11%,0%,-1.7%,-5%,-4%,-6%,14%,-1%
CN(C)S(=O)(=O)c1cccc(C(=O)Nc2cc(Cl)cc(Cl)c2)c1,10%,-4%,8.8%,-17%,?,5%,-15%[46.1 µM],?
Cc1cc(NC(=O)COc2ccccc2)cc(-c2nc3ccccc3o2)c1O,.,?,-1.1%,.,-4%,-5%,.,2%
Cc1cc(N/C(=N\S(=O)(=O)c2ccc(F)cc2F)c2ccccc2)no1,1%,3%,2.6%,3%,-7%,-14%,-8%[46.1 µM],0%
COCCCNC(NC(=O)c1ccc(Cl)cc1)C(Cl)(Cl)Cl (stereo not given),1%,-2%,0.0%,-3%,-5%,-3%,-5%[46.1 µM],-5%
N#C/C(=C\c1c[nH]c2ccccc12)C(=O)c1ccc(O)c(O)c1,.,-15%,-1.2%,2%,16µM*[quencher],7%,-17%[46.1 µM],4%
Nc1nccc(/C=C/c2c(Cl)cccc2Cl)n1,4%,3%,-1.0%,5%,-19%,-9%,53%,3%
COc1ccc(CC(=O)Nc2ccc3nc(Nc4ccc(OC)cc4)cc(C)c3c2)cc1,.,1%,4.9%,.,3.5µM*[quencher],14%,.,2%
CC(C)c1cccc(OCCCCN(C)C)c1,-7%,-2%,2.2%,2%,4%,1%,22%,3%
CCC1CCc2c(sc(NC(=O)C3c4ccccc4Oc4ccccc43)c2C(=O)OC)C1 (stereo not given),.,3%,-1.0%,.,-24%,-8%,.,?
O=C(CCCN1C(=O)c2ccccc2C1=O)Nc1sc2c(c1C(=O)NCc1ccco1)CCC2,-13%,-4%,-0.2%,0%,-15%,3%,-26%[46.1 µM],4%
CCOc1nnc(C)c2c(C)n(-c3cccc(OC)c3)nc12,1%,0%,0.0%,11%,-4%,2%,8%[46.1 µM],2%
CN1CCN(NC(=O)c2cc(S(=O)(=O)N3CCOCC3)c(Cl)cc2Cl)CC1,1%,-1%,2.8%,-4%,-4%,-6%,-12%,0%
O=C(NCCN1CCOCC1)c1ccc2c(c1)ncn2C1CCCC1,5%[2.36 µM],-1%,-0.9%,2%,-5%,8%,16%,5%
O=C(CSc1nnc(-c2ccc(F)cc2)o1)c1ccc2c(c1)OCCO2,-16%,-7%,1.0%,3%,-4%,-1%,0%[46.1 µM],-8%
Cc1no[n+]([O-])c1COc1cccc(/C=C2\N=C(c3ccccc3)OC2=O)c1,5%,-1%,0.0%,6%,-5%,-6%,-30%,?
CCOc1ccc(NC(=O)c2cc3cc4ccc(OC)cc4nc3o2)cc1,4%,-5%,-0.3%,-2%,-6%,-5%,-10%[46.1 µM],5%
COc1ccc(OCC(=O)OCc2cc(=O)n3nc(C4CC4)sc3n2)cc1,.,-3%,1.1%,.,-7%,2%,.,-7%

# For reference, five of the compounds above.
SMILES,CBFb-RUNX1 inh,TexasRed fluor,Epigenetic reg,GLA spleen mod,Tau fluor counter,TRb-SRC2 inh,NPSR antag,Tau fibril FP
O=C(NCCN1CCOCC1)c1ccc2c(c1)ncn2C1CCCC1,5%[2.36 µM],-1%,-0.9%,2%,-5%,8%,16%,5%
O=C(CSc1nnc(-c2ccc(F)cc2)o1)c1ccc2c(c1)OCCO2,-16%,-7%,1.0%,3%,-4%,-1%,0%[46.1 µM],-8%
Cc1no[n+]([O-])c1COc1cccc(/C=C2\N=C(c3ccccc3)OC2=O)c1,5%,-1%,0.0%,6%,-5%,-6%,-30%,?
CCOc1ccc(NC(=O)c2cc3cc4ccc(OC)cc4nc3o2)cc1,4%,-5%,-0.3%,-2%,-6%,-5%,-10%[46.1 µM],5%
COc1ccc(OCC(=O)OCc2cc(=O)n3nc(C4CC4)sc3n2)cc1,.,-3%,1.1%,.,-7%,2%,.,-7%

# This is a subset (hit frequency here may not be typical).
